# POLH inh: inhibitors of human DNA polymerase eta | recombinant Pol eta, fluorescent DNA replication assay | Potency, µM (titrated, usually from 114 µM), inactives show at the top dose activity change, negative = inhibition, usual class: inhibitors | 1.2% of 390,000 active | AID 588591; also: potency is read from the fitted curve at half-maximal effect; % is scaled to controls: 0 for no effect and ±100 for the full control effect
#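 Fluorescent replication assay: 50 nM final substrate added after a 15 min room-temperature compound preincubation with 10 nM enzyme. Signal taken at 0 min and again at 10 min.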
# POLK inh: DNA polymerase kappa (human) inhibition; Q9UBT6; purified Pol kappa, fluorescent DNA synthesis assay, 10 min; Potency, µM (highest dose often 107 µM), without a hit: at the top dose activity, negative = inhibition, actives largely listed as inhibitors; 0.53% of 400,000 active; also: potency is read from the fitted curve at half-maximal effect; % is scaled to controls: 0 for no effect and ±100 for the full control effect
# Target sequence (Q9UBT6 whole entry, looked up): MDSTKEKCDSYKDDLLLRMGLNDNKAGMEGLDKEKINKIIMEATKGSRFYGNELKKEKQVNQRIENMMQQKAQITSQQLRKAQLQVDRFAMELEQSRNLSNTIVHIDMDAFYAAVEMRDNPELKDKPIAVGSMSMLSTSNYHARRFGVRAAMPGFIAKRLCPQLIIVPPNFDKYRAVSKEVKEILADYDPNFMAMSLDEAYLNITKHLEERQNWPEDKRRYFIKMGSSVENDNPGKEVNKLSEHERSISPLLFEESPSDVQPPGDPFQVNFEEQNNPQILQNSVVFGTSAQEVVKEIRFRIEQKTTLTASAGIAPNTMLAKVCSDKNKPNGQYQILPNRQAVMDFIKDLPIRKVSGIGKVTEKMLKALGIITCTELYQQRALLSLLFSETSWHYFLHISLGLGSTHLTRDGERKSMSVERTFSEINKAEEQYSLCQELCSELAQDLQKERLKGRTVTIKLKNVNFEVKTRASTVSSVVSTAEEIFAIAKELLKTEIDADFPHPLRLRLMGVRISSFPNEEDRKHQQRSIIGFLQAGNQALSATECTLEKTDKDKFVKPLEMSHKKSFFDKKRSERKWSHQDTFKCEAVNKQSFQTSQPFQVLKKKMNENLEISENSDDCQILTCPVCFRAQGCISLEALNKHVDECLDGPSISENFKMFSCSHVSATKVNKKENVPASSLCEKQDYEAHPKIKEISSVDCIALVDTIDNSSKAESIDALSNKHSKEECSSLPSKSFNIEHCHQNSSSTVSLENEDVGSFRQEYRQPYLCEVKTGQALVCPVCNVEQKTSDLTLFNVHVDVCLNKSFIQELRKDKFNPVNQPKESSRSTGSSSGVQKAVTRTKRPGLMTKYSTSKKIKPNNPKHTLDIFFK
#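 50 nM final substrate added after 15 min RT preincubation of 10 nM Pol kappa with compound; fluorescence read at 0 and 10 min.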
# POLI inh: inhibitors of human DNA polymerase iota | Q9UNA4 | Pol iota fluorescent replication assay, 10 min | Potency, µM (series often up to 115 µM), for inactives: top-dose activity, negative = inhibition, hits mostly inhibitors | 1% of 390,000 active; also: potency is read from the fitted curve at half-maximal effect
#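 Fluorescent replication assay read twice, at 0 min and 10 min after adding 50 nM (final) substrate. Enzyme (10 nM) and compounds were first incubated 15 min at room temperature; enzyme-free buffer wells were negative controls.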
# BLM inh: inhibitors of human Bloom syndrome helicase BLM; recombinant BLM DNA unwinding, fluorescence dequenching; Potency, µM (top dose mostly 56.1 µM), for inactives: at the highest dose activity change, negative = inhibition, usual class: inhibitors; P54132; 0.2% of 350,000 active; AID 2528;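 also: potency is read from the fitted curve at half-maximal effect; plate controls were vehicle for no effect and no enzyme for full effect; nearly all actives have a fitted effect of over 35% in size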
# LDHA inh: blocks human lactate dehydrogenase A. P00338. activity change, % (values are at about 110 or 230 µM). purified LDHA, NADH/diaphorase-resazurin fluorescence; active compounds read low. 0.15% of 480,000 active; in the data active = activity change below about -30%; inconclusive = mostly about -25% to -30%;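 also: plate controls were DMSO wells for no effect and wells without enzyme for full effect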
#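 Resorufin fluorescence (ex540/em590), read at 0 and 20 min after diaphorase/resazurin addition, reports the NADH left after a 5 min room-temperature reaction of 2 nM human LDH5 with 0.06 mM NADH and 0.2 mM pyruvate.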
# POLB inh: blocks human DNA polymerase beta activity. AID 485314. P06746. Pol beta primer extension/strand displacement, fluorescence kinetic. 1.3% of 340,000 active. Potency, µM (doses to about 114 µM), without a hit: top-dose activity change, negative = inhibition, most hits filed as inhibitors; also: potency is read from the fitted curve at half-maximal effect; % is scaled to controls: 0 for no effect and ±100 for the full control effect
#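 Preincubation: enzyme (10 nM) with compound, 15 min, RT. Reaction: substrate added to 50 nM final. Reads: 0 and 10 min. Analysis: normalized, Hill fit.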
# APE1 inh: APE1 (human) endonuclease inhibition | P27695 | recombinant APE1, TAMRA/BHQ-2 abasic DNA cleavage fluorescence | Potency, µM (titrated, usually from 65.8 µM), for inactives: at the highest dose activity change, negative = inhibition, actives largely listed as inhibitors | 0.35% of 350,000 active;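 also: potency is read from the fitted curve at half-maximal effect; plate controls were vehicle for no effect and reference inhibitor for full effect; nearly all actives have a fitted effect of over 55% in size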
#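 Activity was derived from the fluorescence gain between first and third kinetic reads (60 s intervals, ex 525/em 598 nm) after 50 nM THF-abasic TAMRA/BHQ-2 duplex was added to 0.75 nM APE1 preincubated 15 min with compound.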
# Apoferritin bind: binds horse apoferritin like a general anesthetic; apoferritin/1-aminoanthracene competitive binding, fluorescence; Potency, µM (top dose mostly 77.5 µM), for the others: at the top dose activity change, negative = displacement, hits mostly inhibitors; 0.074% of 350,000 active; AID 485281; also: potency is read from the fitted curve at half-maximal effect; % is scaled to controls: 0 for no effect and ±100 for the full control effect; nearly all actives have a fitted effect of over 20% in size
# Target sequence (P02791 2-175 limits assumed): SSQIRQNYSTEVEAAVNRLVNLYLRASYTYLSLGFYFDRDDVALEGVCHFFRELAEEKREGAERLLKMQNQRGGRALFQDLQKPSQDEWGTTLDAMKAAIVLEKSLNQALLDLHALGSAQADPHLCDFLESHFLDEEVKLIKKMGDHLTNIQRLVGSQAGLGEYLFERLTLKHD
#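 Steps: apoferritin (10 uM) was premixed with half-saturated 1-AMA in PBS, compounds were pin-transferred, plates stood 10 min at room temperature, fluorescence was read at 380/535 nm, and curves were fitted with a Hill equation.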
# Glioma ERSR ind: induces the endoplasmic reticulum stress response in human glioma cells. 0.02% of 420,000 active. Potency, µM, for the others: at the top dose activation, most hits filed as activators. U87-MG GRP78 promoter luciferase reporter, 16 h; also: potency is read from the fitted curve at half-maximal effect; series mostly up to about 76 µM; % of control where 0% means no effect; nearly all actives have a fitted effect of over 35% in size
#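 Stably transfected U87-MG glioma cells carrying a GRP78-based luciferase sensor; 16 h compound incubation. Luminescence end-point read 10 min after Bright-Glo addition at room temperature.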
# * hit, by the source's call; ? = inconclusive; · = no result given; & = joins results of further samples; [ ] = remark or other dose. Unless noted, calls follow the shape of the dose curve; as a rule, active = well fitted curve in the direction sought with a large enough effect; inconclusive = small, poorly fitted or top-dose-only effect, or another doubt; inactive = no such curve, though single readings can be large; an effect the other way counts as inactive or inconclusive.
item	structure	POLH inh	POLK inh	POLI inh	BLM inh	LDHA inh
1	N#Cc1sc2nc(C3CC3)cc(-c3ccccc3)c2c1N	?	-12%	?	-9%	-5
2	COc1ccccc1C(=O)Nc1nnc(S(=O)(=O)N2CCC(C)CC2)s1	-4%	-11%	13%	-6%	-7
3	COC(=O)c1cc2oc(C)cc2n1CC(=O)Nc1ccc(C(C)C)cc1	-18%	-24%	32%[activator]	-5%	-8
4	COCCCN(C(=O)c1ccccc1)c1nc(-c2ccc(OC)cc2)cs1	-8%	-12%	-7%	-8%	-7
5	O=C(NCc1nnnn1-c1cccc(F)c1)c1ccc(S(=O)(=O)N2CCOCC2)cc1	-6%	-13%	-7%	·	-1
6	Nn1c(SCC(=O)Nc2ccccc2Br)nnc1-c1ccco1	-11%	-3%	6%	-1%	-1
7	CCCNc1c(NS(=O)(=O)c2cccc(C#N)c2)c(=O)oc2ccccc12	-17%	5%	8%	-2%	-3
8	Cc1ccc(-c2nc(CS(=O)CC(=O)NCc3ccccc3)c(C)o2)cc1 (stereo unspecified)	-7%	-20%	36%[activator]	1%	-4

item	POLB inh	APE1 inh	Apoferritin bind	Glioma ERSR ind
1	-18%	4%	53%[activator]	-4%
2	5%	-8%	-7%	3%
3	5%	·	2%	0%
4	-16%	-14%	5%	0%
5	·	-10%	·	-4%
6	33%	48%	4%	-3%
7	26%	8%	-5%	-6%
8	19%	-6%	-9%	-5%

# Remaining list, next part
item	structure	POLH inh	POLK inh	POLI inh	BLM inh	LDHA inh
9	CCOC(=O)[C@@H]1[C@H]2COc3ccccc3[C@H]2N2C(=O)N(c3ccc(OC)cc3)C(=O)[C@]12C	-14%	2%	-10%	-3%	-3
10	CCOC(=O)c1c(C)[nH]c(C)c1S(=O)(=O)N(C)CC(=O)NCc1ccc(F)cc1	-22%	2%	39%[activator]	0%	-1
11	COc1c(O)ccc2cnn(-c3ccccc3C)c(=O)c12	-14%	-2%	-15%	0%	14
12	COc1ccccc1N1CCN(S(=O)(=O)c2c(C)sc3ncn(CC(=O)Nc4ccc(C(C)C)cc4)c(=O)c23)CC1	-13%	-23%	9%	-8%	-5
13	CCOC(=O)c1cc(-c2ccccc2)n(CCC(=O)Nc2ccccc2CC)c1C	4%	-8%[60.1 µM]	-30%	-1%	-1
14	O=C(NCCOc1ccc(Cl)cc1)c1ccc2ccccc2n1	-2%	-5%	144%[activator]	-13%	-4
15	CNS(=O)(=O)c1cn(CC(=O)Nc2ccc(C)c(N(C)C)c2)cc1S(=O)(=O)NC	18%	6%	-8%	-3%	4
16	COc1ccc(OC)c(CCNC(=O)c2cc3c(-c4ccccc4F)nn(C)c3s2)c1	-18%	-3%	52%[activator]	-9%	1

item	POLB inh	APE1 inh	Apoferritin bind	Glioma ERSR ind
9	50%	-1%	-16%	-3%
10	8%	20%	-10%	-6%
11	29%	3%	-6%	1%
12	9%	·	2%	0%
13	1%	·	58%[activator]	-4%
14	1%	-8%	?	6%
15	3%	·	0%	-3%
16	32%	·	37%[activator]	-2%

# (more compounds)
item	structure	POLH inh	POLK inh	POLI inh	BLM inh	LDHA inh
17	CC(NC(=O)C(Cc1ccccc1)NC(=O)c1ccccc1)C(=O)O (stereo unspecified)	5%	6%	-2%	1%	-6
18	O=C(c1ccccc1)N1CCN(S(=O)(=O)N2CCCCC2)CC1	-4%	-11%	?	-1%	-2
19	CCOC(=O)N1CCC(Nc2c([N+](=O)[O-])cc(C(=O)O)cc2[N+](=O)[O-])CC1	-19%	10%	25%	-3%	-2
20	C1CCC(Nc2nnnn2C2CCCCC2)CC1	-11%	-7%	-11%	-3%	-3
21	CC(C)CNC(=O)c1ccccc1NC(=O)c1ccccc1N(C)S(=O)(=O)c1ccccc1	-13%	-3%	?	-1%	-4
22	COc1ccc(N(CC(=O)NCc2ccco2)S(C)(=O)=O)cc1Cl	-14%	0%	29%	-3%	8
23	Cc1ccc(NC(=O)C2=NNC(=O)CC2)cc1S(=O)(=O)Nc1ccc(SC(F)F)cc1	-6%	-4%	26%	·	-4
24	CCCC(C)C(=O)Nc1ccc(S(=O)(=O)N2CCCC2)cc1 (stereo unspecified)	-17%	-4%	106%[activator]	0%	-2

item	POLB inh	APE1 inh	Apoferritin bind	Glioma ERSR ind
17	48%	?	-6%	-1%
18	-29%	0%	-5%	0%
19	2%	-11%	5%	-1%
20	25%	15%	-7%	-3%
21	18%	0%	-18%	-5%
22	23%	-4%	-14%	-5%
23	·	25%	·	-1%
24	-23%	-12%	?	-1%

# Later entries:
item	structure	POLH inh	POLK inh	POLI inh	BLM inh	LDHA inh
25	COC(=O)C1CN(C(=O)c2cccc(OC(F)F)c2)c2ccccc2O1 (stereo unspecified)	?	-8%	19%	-6%	-10
26	COc1ccc(-c2nc3sc(CCNC(=O)C(=O)Nc4ccc(C)c(C)c4)c(C)n3n2)cc1	-5%	-16%[60.1 µM]	?	-1%	-1
27	CCCCCCS(=O)[C@H]1CS(=O)(=O)C[C@@H]1S(=O)CCCCCC (stereo partly specified)	-4%	-9%	0%	0%	-2
28	CC(C)CCNc1nc2c(cc1C#N)COC(C)(C)C2	-6%	-10%	?	-5%	-2
29	COc1ccc(CCNC(=O)CCn2c(=O)c3cccn3c3ccc(F)cc32)c(OC)c1OC	-19%&-8%	-3%&-11%	39%&3%[activator]	-4%&0%	-2&-10
30	COc1ccc(N2CCN(C(=O)c3[nH]c4ccc(OC)cc4c3C)CC2)cc1	-18%	-14%	32%[activator]	-9%	3
31	NS(=O)(=O)c1ccc(F)c(C(=O)O)c1	-15%	-8%	-9%	-3%	-3
32	Cn1c(CC(=O)NNC(=O)c2cccnc2)nc2ccccc21	5%	-21%	?	·	5

item	POLB inh	APE1 inh	Apoferritin bind	Glioma ERSR ind
25	4%	47%[activator]	-3%	6%
26	3%	·	-2%	-1%
27	-28%	-3%	-19%	-4%
28	1%	2%	-4%	-2%
29	-27%&-8%	35%	67%&-5%[activator]	-4%&-3%
30	-7%	20%	-3%	-4%
31	9%	2%	4%	-3%
32	·	9%	·	-4%

# The list goes on:
item	structure	POLH inh	POLK inh	POLI inh	BLM inh	LDHA inh
33	O=C(CC1C(=O)N(c2ccc(F)cc2)C(=O)N1Cc1ccccn1)Nc1ccccc1 (stereo unspecified)	-11%	-2%	5%	-2%	-9
34	CC1(C)NC(=O)N(CC(=O)NNC(=O)c2ccccc2F)C1=O	-20%	-2%	7%	·	-8
35	Cc1cc(C)c2c(CN3CCC(C)CC3)cc(=O)oc2c1C	-5%	7%	17%	-2%	-1
36	CN(C(=O)C1CCCO1)C1CCS(=O)(=O)C1 (stereo unspecified)	-20%	7%	16%	·	-6
37	CCOc1ccc(Nc2nc(NCC3CCCO3)c3ccccc3n2)cc1 (stereo unspecified)	?	-11%	-11%	28µM*	-3
38	CC(C)(C)NC(=O)Cn1nnnc1-c1nonc1N	-8%	5%	13%	-2%	-5
39	Cc1cccc(N2CCN(C(=O)c3nn(C)c4c3CSc3ccccc3-4)CC2C)c1 (stereo unspecified)	-20%	5%	49%[activator]	0%	0
40	O=C1C2CCCN2C(=O)N1CCCCN1CCN(c2cccc(Cl)c2)CC1 (stereo unspecified)	-19%	?	?	1%	-3

item	POLB inh	APE1 inh	Apoferritin bind	Glioma ERSR ind
33	7%	2%	-8%	-3%
34	·	-17%	·	4%
35	54%	-21%	-3%	4%
36	·	12%	·	-5%
37	0%	14%	-9%	1%
38	2%	-1%	-9%	3%
39	?	·	-13%	-6%
40	2%	2%	-4%	-4%

# Following part
item	structure	POLH inh	POLK inh	POLI inh	BLM inh	LDHA inh
41	O=C(c1ccc2c(c1)N(Cc1cccc(F)c1)C(=O)c1ccccc1S2)N1CCCC1	79µM*	2%[60.1 µM]	79µM*	-12%	-1
42	CC(Sc1ccc(Cl)cc1)C(=O)Nc1ccc(S(=O)(=O)N2CCOCC2)cc1 (stereo unspecified)	-24%	-14%	-1%	-11%	9
43	CCCn1c2ccccc2c2cnn(CC(=O)Nc3cc(C)c(Cl)cc3OC)c(=O)c21	-11%	-16%	?	-2%	-9
44	CCOC(=O)N1CCN(C(=O)CN2C(=O)COc3ccc(S(=O)(=O)N4CCOCC4)cc32)CC1	-10%	15%	21%	-2%	2
45	Cc1scc(C(=O)N2CCN(S(C)(=O)=O)CC2)c1-c1ccccc1	1%	-3%	25%	-1%	0

item	POLB inh	APE1 inh	Apoferritin bind	Glioma ERSR ind
41	40µM*	·	-14%	-4%
42	0%	-8%	?	-1%
43	20%	·	16%	-3%
44	15%	-6%	-1%	-6%
45	-3%	-2%	-9%	-2%

# An excerpt from above in order of length of the SMILES, rising:
item	structure	POLH inh	POLK inh	POLI inh	BLM inh	LDHA inh
38	CC(C)(C)NC(=O)Cn1nnnc1-c1nonc1N	-8%	5%	13%	-2%	-5
35	Cc1cc(C)c2c(CN3CCC(C)CC3)cc(=O)oc2c1C	-5%	7%	17%	-2%	-1
37	CCOc1ccc(Nc2nc(NCC3CCCO3)c3ccccc3n2)cc1 (stereo unspecified)	?	-11%	-11%	28µM*	-3
40	O=C1C2CCCN2C(=O)N1CCCCN1CCN(c2cccc(Cl)c2)CC1 (stereo unspecified)	-19%	?	?	1%	-3
39	Cc1cccc(N2CCN(C(=O)c3nn(C)c4c3CSc3ccccc3-4)CC2C)c1 (stereo unspecified)	-20%	5%	49%[activator]	0%	0
43	CCCn1c2ccccc2c2cnn(CC(=O)Nc3cc(C)c(Cl)cc3OC)c(=O)c21	-11%	-16%	?	-2%	-9
41	O=C(c1ccc2c(c1)N(Cc1cccc(F)c1)C(=O)c1ccccc1S2)N1CCCC1	79µM*	2%[60.1 µM]	79µM*	-12%	-1
44	CCOC(=O)N1CCN(C(=O)CN2C(=O)COc3ccc(S(=O)(=O)N4CCOCC4)cc32)CC1	-10%	15%	21%	-2%	2

item	POLB inh	APE1 inh	Apoferritin bind	Glioma ERSR ind
38	2%	-1%	-9%	3%
35	54%	-21%	-3%	4%
37	0%	14%	-9%	1%
40	2%	2%	-4%	-4%
39	?	·	-13%	-6%
43	20%	·	16%	-3%
41	40µM*	·	-14%	-4%
44	15%	-6%	-1%	-6%

# Screening results from PubChem.

# This is a subset, so the mix of outcomes need not match the whole.
